# ROS inducer = cancer cell ROS induction; U2OS ROS induction, H2DCF-DA fluorescence; ROS induction (% of piperlongumine), % at 10 µM; 2% of 46,000 active; AID 624156; in the data active = ROS induction above about 79%, passing the limit was not always enough;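 also: 0% = DMSO vehicle median and 100% = reference compound median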
# An asterisk follows results filed as active. Only part of the results is shown. The share of hits here may be higher or lower than overall.
SMILES,ROS inducer
COC(=O)c1cc(NC(=O)COc2c(C)cc(Cl)cc2Cl)cc(C(=O)OC)c1,3.1
CCCC(=O)Nc1nc2c(ncn2C2O[C@H]3COP(=O)(O)O[C@@H]3[C@@H]2OC(=O)CCC)c(=O)[nH]1 (some centres undefined),-8.5
CC(C)NC(=O)N(C)C[C@@H]1Oc2c(NC(=O)c3ccc(-c4nccs4)cc3)cccc2C(=O)N([C@@H](C)CO)C[C@@H]1C,2.1
Cc1c(C)c(C)c(C(=O)c2ccccc2C(=O)NN)c(C)c1C,1.2
COc1ccc(CN(C)C[C@@H]2Oc3ccc(NC(=O)CCN4CCOCC4)cc3C(=O)N([C@@H](C)CO)C[C@H]2C)cc1,-16.8
C[C@H]1CN([C@@H](C)CO)C(=O)c2cccc(NC(=O)Nc3ccc(F)cc3)c2O[C@@H]1CN(C)CC1CC1,3.3
FC(F)(F)Oc1ccccc1NC(=S)NCc1ccc2c(c1)CCO2,-13.0
CN(C)c1nc2cc(Cl)ccc2o1,-9.2
Cc1ccc(N(CC(N)=O)S(C)(=O)=O)c(C)c1,-5.9
O=C(O)c1nccnc1C(=O)NC1CCN(Cc2c(F)cccc2Cl)CC1,-3.3
CC(C)Cn1c(SCC(=O)Nc2ccc(F)cc2F)nc2ccccc2c1=O,11.2
O=C(CCCC1=NS(=O)(=O)c2ccccc2N1)N1CCCCCC1,-4.9
O=[N+]([O-])c1ccc(CSc2nnc(-c3cnccn3)n2-c2ccccc2)cc1,5.9
C[C@@H]1CCCCO[C@H](CN(C)C(=O)c2ccccc2)[C@@H](C)CN([C@H](C)CO)C(=O)c2cc(NC(=O)c3ccncc3)ccc2O1,-5.7
COc1ccccc1S(=O)Cc1ccc(C(=O)O)o1 (centres undefined),-9.9
C[C@H]1CN([C@@H](C)CO)C(=O)c2cccc(NC(=O)c3cnccn3)c2O[C@@H]1CN(C)Cc1ccc(Cl)c(Cl)c1,5.5
Clc1ccc2c(c1)C(N1CCNCC1)=Nc1ccccc1O2,5.0
COc1ccc(S(=O)(=O)Nc2ccc3c(c2)CC(=O)N([C@@H](C)CO)C[C@H](C)[C@@H](CN(C)C(=O)Nc2cccc4ccccc24)O3)cc1,-10.4
COc1ccc(S(=O)(=O)N(C)C[C@H]2Oc3c(NS(=O)(=O)c4cccs4)cccc3C(=O)N([C@H](C)CO)C[C@@H]2C)cc1,-5.5
Cc1cc(C(=O)Nc2cccc3c2O[C@@H](CN(C)Cc2ccncc2)[C@H](C)CN([C@@H](C)CO)C3=O)n(C)n1,1.0
Clc1ccc(-c2nnc(SCc3ccon3)o2)c(Cl)c1,2.8
CC1CCc2cc(F)ccc2N1C(=O)Nc1ccc(F)cc1 (centres undefined),-2.5
C[C@H](CO)N1C[C@H](C)[C@@H](CN(C)C(=O)NC2CCCCC2)Oc2ccc(NC(=O)CCCN(C)C)cc2C1=O,-9.5
C[C@@H]1CN([C@@H](C)CO)C(=O)c2cccc(NC(=O)C3CC3)c2O[C@H]1CN(C)C(=O)Nc1cccc2ccccc12,-0.5
C[C@H](CO)N1C[C@H](C)[C@H](CN(C)Cc2ccc(Oc3ccccc3)cc2)Oc2ccc(NS(=O)(=O)c3cccs3)cc2CC1=O,21.6

# At a glance, seven of the compounds above.
SMILES,ROS inducer
O=[N+]([O-])c1ccc(CSc2nnc(-c3cnccn3)n2-c2ccccc2)cc1,5.9
C[C@@H]1CCCCO[C@H](CN(C)C(=O)c2ccccc2)[C@@H](C)CN([C@H](C)CO)C(=O)c2cc(NC(=O)c3ccncc3)ccc2O1,-5.7
COc1ccccc1S(=O)Cc1ccc(C(=O)O)o1 (centres undefined),-9.9
C[C@H]1CN([C@@H](C)CO)C(=O)c2cccc(NC(=O)c3cnccn3)c2O[C@@H]1CN(C)Cc1ccc(Cl)c(Cl)c1,5.5
Clc1ccc2c(c1)C(N1CCNCC1)=Nc1ccccc1O2,5.0
COc1ccc(S(=O)(=O)Nc2ccc3c(c2)CC(=O)N([C@@H](C)CO)C[C@H](C)[C@@H](CN(C)C(=O)Nc2cccc4ccccc24)O3)cc1,-10.4
COc1ccc(S(=O)(=O)N(C)C[C@H]2Oc3c(NS(=O)(=O)c4cccs4)cccc3C(=O)N([C@H](C)CO)C[C@@H]2C)cc1,-5.5

# Next structures follow:
SMILES,ROS inducer
Cc1noc(C)c1NC(=O)N(C)C[C@@H]1Oc2c(NS(=O)(=O)c3ccc(Cl)cc3)cccc2C(=O)N([C@H](C)CO)C[C@@H]1C,-10.3
CCCCCCCCCC(O)C(C)C(O)C(/C=C(\C)C1=CC(=O)C(C)CO1)CO (centres undefined),3.0
COc1ccc(S(=O)(=O)Nc2ccc3c(c2)CC(=O)N([C@H](C)CO)C[C@@H](C)[C@H](CN(C)C(=O)NC2CCCCC2)O3)cc1,-7.1
COc1ccc(NC(=O)CSc2nnc(C)n2-c2ccc(C)c(C)c2)cc1,0.3
CCOC(=O)c1ccc(NC(=O)CSC2=NC(=O)C(CC)C(=O)N2)cc1 (centres undefined),-2.1
CCc1ccc(NC(=O)CSc2nc3ccccc3c(=O)n2CCCC(=O)N2CCCC2)cc1,10.3
COC(=O)c1ccccc1NC(=O)CSc1nnc(-c2cc3cccc(OC)c3o2)n1C,21.7
C[C@H](CO)N1C[C@H](C)[C@@H](CN(C)S(=O)(=O)c2ccc(Cl)cc2)Oc2ccc(NC(=O)Nc3ccccc3)cc2C1=O,-2.1
C[C@H](CO)N1C[C@H](C)[C@@H](CN(C)C(=O)c2ccc3ccn(C)c3c2)OCc2cn(nn2)CCCC1=O,2.9
COC(=O)c1cc(N2CCNCC2)nc2ccccc12,-7.8
CCOC(=O)c1cccnc1SCC(=O)Nc1ccc(C)cc1,-7.5
COc1ccc(S(=O)(=O)Nc2cccc3c2O[C@H](CN(C)Cc2ccc(-c4ccccc4)cc2)[C@@H](C)CN([C@H](C)CO)C3=O)cc1,35.8
O=C(NCC(F)(F)F)[C@@H]1c2ccccc2C(=O)N(CC23CC4CC(CC(C4)C2)C3)[C@H]1c1ccc(CO)cc1,-15.6
COc1c(O)cc2c(c1O)C(=O)OC(C)C(O)c1c(O)c(O)c(OC)c(O)c1C(=O)OC(C)C2O (centres undefined),-3.6
CCOc1ccc(NC(=O)N(CCC(C)C)C(C)c2cccs2)cc1 (centres undefined),-3.0
NCCCCCNC(=O)[C@@H]1C[C@@H]2C(=O)NCC(=O)N2[C@@H]1c1cccc(OCCO)c1,-2.0
COc1ccc(CN2C(=O)[C@@H]3[C@H]4C(=O)O[C@H](c5ccccc5)[C@@H](C)N(C)C(=O)CC/C=C/[C@H]4O[C@@]34C=CCN(Cc3ccccc3)C(=O)[C@@H]24)cc1,121.9*
CC(=O)N1CCN(c2ccc([N+](=O)[O-])c(NCc3cccnc3)c2)CC1,40.0
CN1C(=O)COc2ccc(C(=O)c3ccccc3C(=O)O)cc21,-3.8
COC(=O)c1ccc(C(=O)OC)c(NC(=O)c2cnn3c(C(F)F)cc(-c4ccc(C)cc4)nc23)c1,-9.9
Cc1nonc1OCCNc1cc(N2CCCC2)ccc1[N+](=O)[O-],11.7
C[C@@H]1CN([C@@H](C)CO)C(=O)c2cc(NC(=O)Cc3cn(C)c4ccccc34)ccc2O[C@@H]1CN(C)S(=O)(=O)c1ccc(Cl)cc1,2.9
O=S(=O)(/C=C/c1ccccc1)N1C=Cc2ccccc2C1c1c[nH]c2ccccc12 (centres undefined),20.7
COc1ccc(-n2c(SCC(=O)NC3CCCCC3)nnc2-c2cccs2)cc1,0.1
COc1ccc(S(=O)(=O)N(C)C[C@H]2Oc3ccc(NC(=O)C4CC4)cc3CC(=O)N([C@@H](C)CO)C[C@H]2C)cc1,-9.5

# The list goes on; it opens with the 2 that closed the last part.
SMILES,ROS inducer
COc1ccc(-n2c(SCC(=O)NC3CCCCC3)nnc2-c2cccs2)cc1,0.1
COc1ccc(S(=O)(=O)N(C)C[C@H]2Oc3ccc(NC(=O)C4CC4)cc3CC(=O)N([C@@H](C)CO)C[C@H]2C)cc1,-9.5
C[C@@H]1CN([C@@H](C)CO)C(=O)c2cc(NS(=O)(=O)c3ccc(Cl)cc3)ccc2O[C@@H]1CN(C)S(=O)(=O)c1cccs1,19.0
Nc1nnc(SC/C=C/CSc2nnc(N)s2)s1,-10.1
Cc1noc(C)c1S(=O)(=O)Nc1ccc2c(c1)CC(=O)N([C@@H](C)CO)C[C@H](C)[C@@H](CN(C)S(=O)(=O)c1ccccc1)O2,2.3
O=C(Nc1ccccc1)Nc1ccc(Oc2ncnc3cc(Cl)ccc23)nc1,-1.4
C[C@@H]1CN([C@H](C)CO)C(=O)c2cc(NC(=O)C3CC3)ccc2O[C@H]1CN(C)S(=O)(=O)c1ccc(F)cc1,5.5
O=C(NCc1ccc(Cl)cc1)C1=C[C@H](c2coc3ccccc3c2=O)C[C@H](OCCCCO)O1,44.1
COc1cccc2ccc(Cl)nc12,2.5
C[C@H]1CN([C@@H](C)CO)C(=O)c2cccc(NC(=O)c3ccncc3)c2O[C@H]1CN(C)C(=O)Nc1ccccc1,-9.9
C[C@H](CO)N1C[C@H](C)[C@@H](CN(C)S(=O)(=O)c2ccccc2)Oc2ccc(NC(=O)C3CC3)cc2C1=O,-8.8
C[C@H](CO)N1C[C@H](C)[C@H](CN(C)C(=O)Nc2ccc(C(F)(F)F)cc2)Oc2ccc(NC(=O)Nc3ccc4c(c3)OCO4)cc2CC1=O,1.5
Brc1ccc2nc(NCc3ccccn3)nc(-c3ccccc3)c2c1,-21.4
C[C@@H]1CN([C@H](C)CO)C(=O)c2cccc(NC(=O)Nc3ccccc3)c2O[C@H]1CN(C)S(=O)(=O)c1ccc(F)cc1,-4.6
COc1ccc(C(=O)NCCNc2ccccc2[N+](=O)[O-])cc1,-4.8
COC(=O)c1c(NC(=O)CCN2C(=O)c3ccccc3C2=O)sc(C)c1-c1ccccc1,-3.1
O=c1[nH]c2cc(Cl)ccc2c(-c2ccccc2)c1SC1=NCCS1,18.7
COc1cccc(C2C(C(=O)c3cc4ccccc4o3)C(=O)C(=O)N2c2nc(C)c(C)s2)c1OC (centres undefined),-6.1
CCOC(=O)c1c(NC(=O)CN2C(=O)c3ccccc3S2(=O)=O)sc2c1CCCC2,-16.5
C[C@@H]1CN([C@H](C)CO)C(=O)c2cccc(NC(=O)Nc3ccc(F)cc3)c2O[C@@H]1CN(C)Cc1ccncc1,-1.3
CNC[C@@H]1Oc2ccc(NC(=O)NC3CCCCC3)cc2C(=O)N([C@@H](C)CO)C[C@@H]1C,3.0
CCCCCCN(CCCCCC)C(=O)Cc1c(-c2ccc(F)cc2)[nH]c2ccccc12,-7.8
CC(=O)NC1C(=O)N=C(SC(C)C(=O)Nc2cccc(Cl)c2)NC1=O (centres undefined),-7.7
CC1(C)[C@H]2CC=C(/C=N\NC(=O)CCCCCCC(=O)O)[C@@H]1C2,-5.5
C[C@@H]1CN([C@H](C)CO)C(=O)c2cc(NC(=O)Nc3ccc(C(F)(F)F)cc3)ccc2O[C@H]1CN(C)C(=O)Nc1ccc(C(F)(F)F)cc1,5.3
Cc1ccc(S(=O)(=O)Nc2cccc3c2O[C@@H](CN(C)Cc2ccc(C(F)(F)F)cc2)[C@H](C)CN([C@@H](C)CO)C3=O)cc1,2.4
COc1ccc(OC)c(NC(=O)c2ccc(N(C)S(=O)(=O)c3ccc(OC)c(OC)c3)cc2)c1,12.2
# Additional entries:
SMILES,ROS inducer
Cc1ccc(NC(=O)CSc2nc(C)cc(-c3ccc(Cl)cc3)n2)cc1,-13.3
Cc1cccn2cc(CNS(=O)(=O)c3cccc(F)c3)nc12,-8.9
CCOC(=O)c1cnc2ccc(OCC)cc2c1NCCCN1CCOCC1,51.9
CC(C)NC(=O)Nc1ccc2c(c1)CC(=O)N([C@H](C)CO)C[C@@H](C)[C@H](CN(C)Cc1ccccc1)O2,10.9
CC(=O)OCC(=O)[C@@]12OC(C)(C)O[C@@H]1C[C@H]1[C@@H]3C[C@H](F)C4=CC(=O)C=C[C@]4(C)[C@@]3(F)[C@@H](O)C[C@@]12C,-6.2
CC(C)c1cc(C(C)C)c(S(=O)(=O)NCCC(=O)O)c(C(C)C)c1,-5.4
C[C@H]1CN([C@@H](C)CO)C(=O)c2cccc(NC(=O)Nc3ccccc3)c2O[C@@H]1CN(C)Cc1ccc2c(c1)OCO2,12.5
C[C@@H]1CN([C@@H](C)CO)C(=O)c2cccc(NC(=O)c3ccc(-c4nccs4)cc3)c2O[C@@H]1CN(C)Cc1ccc2c(c1)OCO2,2.8
COc1ccc(CNc2cc(-c3nn4c(C)nnc4s3)ccc2C)cc1OC,12.9
C[C@@H]1CCCCO[C@H](CN(C)C(=O)Nc2ccc(C(F)(F)F)cc2)[C@@H](C)CN([C@H](C)CO)C(=O)c2cc(NS(=O)(=O)c3ccccc3)ccc2O1,30.4
C[C@H]1CN([C@@H](C)CO)C(=O)c2cc(NC(=O)CCC(F)(F)F)ccc2O[C@H]1CN(C)Cc1ccc(Oc2ccccc2)cc1,19.3
O=c1c(C(F)(F)F)cccn1CCc1nc(-c2ccccc2)cs1,8.3
C[C@H](CO)N1C[C@H](C)[C@H](CN(C)Cc2ccccc2)Oc2c(NS(=O)(=O)c3cccs3)cccc2C1=O,-8.5
C[C@H]1CN([C@@H](C)CO)C(=O)Cc2cc(NS(=O)(=O)c3ccc(Cl)cc3)ccc2O[C@@H]1CN(C)Cc1ccc(Cl)c(Cl)c1,41.1
C[C@H](CO)N1C[C@H](C)[C@H](CN(C)CC2CCCCC2)Oc2ccc(NC(=O)NC3CCCCC3)cc2CC1=O,25.8
CC(C)NC(=O)N(C)C[C@H]1Oc2ccc(NS(=O)(=O)c3cccs3)cc2C(=O)N([C@@H](C)CO)C[C@H]1C,-5.6
Clc1ccc(-c2onc3cc(-c4ccccc4)ccc23)cc1,12.8
CSc1cccc(NC(=O)CN(C)S(=O)(=O)c2c(C)cc(C)cc2C)c1,-7.3
C[C@H]1CN([C@@H](C)CO)C(=O)CCCn2cc(nn2)CO[C@H]1CN(C)C(=O)Nc1ccc2c(c1)OCO2,1.3
COc1ccc(S(=O)(=O)Nc2ccc3c(c2)C(=O)N([C@@H](C)CO)C[C@@H](C)[C@@H](CN(C)Cc2ccc(-c4ccccc4)cc2)O3)cc1,20.9
COC(=O)c1ccc(C=Nc2ccc3oc(-c4ccc(C)cc4)nc3c2)cc1,-5.0
Cc1cc(C)n(CCc2nc3c4ccccc4nc(=S)n3[nH]2)n1,17.8

# From PubChem
